RGS4 inh: human RGS4 inhibition; AID 504845; Transcreener GDP fluorescence polarization, RGS4-accelerated GTP hydrolysis; Potency, µM (doses to about 114 µM), for the others: top-dose activity change, negative = inhibition, most hits filed as inhibitors; 390,000 compounds, 0.039% hits; further: potency means the concentration at half of the fitted maximal effect; on the % scale 0 is the no-effect control and ±100 the full control effect; nearly all actives have a fitted effect of over 75% in size; some results filed as inactive show a strong effect at the top dose
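MLSMR compounds (23 nl, pin-transferred) preincubated 10 min at room temperature with a 500nM (2x) first reagent, then RGS4 at 900nM (2x) plus Transcreener GDP mix added; fluorescence polarization (620/688 nm) read before and after 90 min at 30 °C.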
TrxR1 substrate: substrates of rat thioredoxin reductase 1 | O89049 | purified TrxR1 substrate turnover, NADPH consumption readout | Potency, µM (doses to about 114 µM), for inactives: at the top dose activity change, negative = substrate turnover | 390,000 compounds, 0.01% hits; further: potency means the concentration at half of the fitted maximal effect; on the % scale 0 is the no-effect control and ±100 the full control effect; nearly all actives have a fitted effect of over 50% in size
Target sequence (O89049 whole entry, looked up): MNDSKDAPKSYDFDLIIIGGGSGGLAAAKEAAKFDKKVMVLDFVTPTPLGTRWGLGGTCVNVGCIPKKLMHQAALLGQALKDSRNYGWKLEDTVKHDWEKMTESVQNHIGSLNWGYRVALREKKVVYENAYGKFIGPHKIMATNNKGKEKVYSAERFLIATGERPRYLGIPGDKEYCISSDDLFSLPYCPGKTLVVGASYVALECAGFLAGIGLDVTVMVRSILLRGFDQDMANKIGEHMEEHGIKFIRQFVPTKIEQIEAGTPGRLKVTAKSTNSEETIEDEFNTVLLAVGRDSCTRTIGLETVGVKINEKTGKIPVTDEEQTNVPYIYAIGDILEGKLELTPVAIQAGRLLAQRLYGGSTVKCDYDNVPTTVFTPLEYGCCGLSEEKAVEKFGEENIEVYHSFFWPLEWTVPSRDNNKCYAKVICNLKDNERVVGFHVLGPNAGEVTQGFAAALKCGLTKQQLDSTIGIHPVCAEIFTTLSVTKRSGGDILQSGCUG
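Rat TrxR1, dispensed at 90 nM, was prereduced with 400 uM NADPH (final) for 5 min at ~22 deg C, then incubated with compound 15 min before 400 uM selenite. A first-read NADPH fluorescence drop versus no-compound background flagged substrates.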
LDHA block: inhibitors of human lactate dehydrogenase A; P00338; purified LDHA, NADH/diaphorase-resazurin fluorescence; hits give low values; activity change, % (values are at about 110 or 230 µM); 480,000 compounds, 0.15% hits; AID 1347041; in the data active means activity change below about -30%; inconclusive means mostly about -25% to -30%;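 further: plate controls were DMSO wells for no effect and wells without enzyme for full effect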
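Remaining NADH was detected by diaphorase (0.133 mg/mL) converting 37 µM resazurin to fluorescent resorufin, read at 0 and 20 minutes. The preceding 5-minute room-temperature reaction used 2 nM LDHA, 0.2 mM sodium pyruvate and 0.06 mM NADH at pH 7.4.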
USP1-UAF1 inh: blocks the human USP1/UAF1 deubiquitinase complex; recombinant USP1/UAF1, Ub-Rhodamine cleavage fluorescence; 390,000 compounds, 0.23% hits; Potency, µM (top dose mostly 57.1 µM), for inactives: at the top dose activity change, negative = inhibition, hits mostly inhibitors; O94782; further: potency means the concentration at half of the fitted maximal effect; on the % scale 0 is the no-effect control and ±100 the full control effect; nearly all actives have a fitted effect of over 60% in size; inactives centre near -12
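USP1/UAF1 complex (1 nM) preincubated 15 min at room temperature with compound, then Ub-Rho substrate (150 nM final) added. Kinetic fluorescence at 480/540 nm over 6 reads at 60 s intervals; 50 mM HEPES pH 7.8, 0.5 mM EDTA, 0.1 mg/ml BSA, 1 mM TCEP, 0.01% Tween-20.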
rTrxR1 inhibitor: blocks rat thioredoxin reductase 1; AID 588453; recombinant rTrxR1, NADPH fluorescence consumption, selenite substrate; Potency, µM (doses to about 114 µM), for the others: top-dose activity change, negative = inhibition, most hits filed as inhibitors; 390,000 compounds, 1% hits; further: potency means the concentration at half of the fitted maximal effect; on the % scale 0 is the no-effect control and ±100 the full control effect; nearly all actives have a fitted effect of over 65% in size
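Rat TrxR1 (90 nM in the dispensed reagent) was pre-reduced with 400 uM NADPH for 5 min at room temperature, then incubated with compound for 15 min. After 400 uM selenite was added, NADPH fluorescence (Ex 340/Em 450 nm) was followed for 8 min.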
GRP78 ERSR act: induces the endoplasmic reticulum stress response in human glioma cells; 420,000 compounds, 0.02% hits; Potency, µM, for inactives: top-dose activation, actives largely listed as activators; U87-MG GRP78 promoter luciferase reporter, 16 h; further: potency means the concentration at half of the fitted maximal effect; series mostly up to about 76 µM; % of control where 0% means no effect; nearly all actives have a fitted effect of over 35% in size
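Stably transfected U87-MG human glioma cells carrying a GRP78-based luminescent sensor were seeded at 1000 cells/well, pin-dosed with compounds and incubated 16 h. Luciferase reagent was then added, and end-point luminescence was read after 10 min at room temperature.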
Vif-A3F inh: blocks the Vif interaction with APOBEC3F; HeLa A3F-eYFP + Vif (tagged APOBEC3F with the HIV-1 protein that degrades it), YFP fluorescence increase; Potency, µM (titrated, usually from 46.1 µM), inactives show top-dose activity, negative = active; 390,000 compounds, 0.2% hits; further: potency means the concentration at half of the fitted maximal effect; % of control where 0% means no effect; nearly all actives have a fitted effect of over 65% in size
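Fluorescence increase (Ex 488/Em 500-530) after overnight compound treatment at 37 deg C flags inhibition of Vif-driven A3F-eYFP loss in stable HeLa A3F-eYFP/Vif cells seeded overnight beforehand.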
Vif-A3G inh: Vif-A3G binding inhibition | HeLa A3G-eYFP + Vif (tagged APOBEC3G with the HIV-1 protein that degrades it), YFP fluorescence, overnight | Potency, µM (titrated, usually from 46.1 µM), for inactives: at the highest dose activity, negative = active, actives largely listed as inhibitors | 410,000 compounds, 0.076% hits | AID 602310;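 further: potency means the concentration at half of the fitted maximal effect; on the % scale 0 is the no-effect control and ±100 the full control effect; nearly all actives have a fitted effect of over 60% in size; hits raise eYFP signal because A3G escapes Vif-driven loss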
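Read-out is eYFP fluorescence (Ex 488/Em 500-530) from Vif-expressing HeLa A3G-eYFP cells; more signal means A3G escaped Vif-mediated degradation. Cells plated overnight, compound pinned in, incubated overnight at 37 deg C.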
IDH1 R132H inh: blocks human mutant IDH1 R132H enzyme. IDH1-R132H enzyme, NADPH consumption, diaphorase/resazurin fluorescence. Potency, µM (series often up to 76.6 µM), without a hit: at the highest dose activity change, negative = inhibition, hits mostly inhibitors. 390,000 compounds, 0.093% hits. AID 602179; further: potency means the concentration at half of the fitted maximal effect; on the % scale 0 is the no-effect control and ±100 the full control effect; nearly all actives have a fitted effect of over 65% in size
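IDH1-R132H (0.5 ug/mL) preincubated 30 min with compound, then NADPH (0.016 mM) and alpha-KG (2 mM) added; 80 min at RT, pH 7.5. Remaining NADPH coupled via diaphorase/resazurin to fluorescence (540/590 nm); concentration-response curves normalized to no-enzyme control.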
Active calls of the source: *; ? = inconclusive; & = joins results of further samples; [ ] = remark or other dose. Unless noted, the call rests on the fitted dose curve; in most records, active means well fitted curve in the direction sought with a large enough effect; inconclusive means small, poorly fitted or top-dose-only effect, or another doubt; inactive means no such curve, though single readings can be large; an effect the other way counts as inactive or inconclusive. Some of the compounds tested; rates above refer to the full screens.

SMILES | RGS4 inh | TrxR1 substrate | LDHA block | USP1-UAF1 inh | rTrxR1 inhibitor | GRP78 ERSR act | Vif-A3F inh | Vif-A3G inh | IDH1 R132H inh
CCOC(=O)Nc1ccc(NCc2ccc(F)cc2)nc1N | 8.43µM* | 28.3%[57.1 µM] | 12.8&14.3&33.0 | 22.4µM* | 10.6µM* | -3.8%&-4.1%&-1.1%&-1.5% | ? | ? | 15.3%
C[C@]12CC[C@H]3C(=CCc4cc(O)ccc43)[C@@H]1CCC2=O | 12.7% | 1.2% | 5.8 | 8.1% | ? | 12.0% | -1.9% | -8.0% | -4.2%
